GPR7 antag – antagonists of human GPR7 (neuropeptides B/W receptor 1); GPR7-expressing cells, fluorescence antagonist assay; P48145; hit rate 1.1% among 290,000; inhibition, % at 4.4 µM; in the data active = inhibition above about 16%, passing the limit was not always enough;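 also: cells stimulated with the agonist NPW; 0% = agonist with vehicle and 100% = vehicle without agonist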
Target sequence (P48145 whole entry, looked up): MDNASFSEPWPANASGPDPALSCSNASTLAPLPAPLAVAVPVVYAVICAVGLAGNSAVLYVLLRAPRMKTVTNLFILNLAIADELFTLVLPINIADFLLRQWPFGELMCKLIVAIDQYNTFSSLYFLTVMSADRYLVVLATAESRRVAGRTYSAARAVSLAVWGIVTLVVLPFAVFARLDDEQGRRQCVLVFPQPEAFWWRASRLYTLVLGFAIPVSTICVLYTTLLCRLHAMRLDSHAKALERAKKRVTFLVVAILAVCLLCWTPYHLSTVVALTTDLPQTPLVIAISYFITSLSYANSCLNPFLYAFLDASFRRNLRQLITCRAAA
OXTR ag – human OXTR agonism; P30559; CHO-OTR cells, Fluo-8 calcium fluorescence; normalized: DMSO 0%, oxytocin 100%; activation, % at 3 µM; hit rate 0.32% among 320,000;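 active = activation above the mean of all tested compounds plus 3 SD, cutoff set per screening run, cut at about 20% in these data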;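 also: peak over basal fluorescence ratio from a 100 s FLIPR kinetic read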
Target sequence (P30559 whole entry, looked up): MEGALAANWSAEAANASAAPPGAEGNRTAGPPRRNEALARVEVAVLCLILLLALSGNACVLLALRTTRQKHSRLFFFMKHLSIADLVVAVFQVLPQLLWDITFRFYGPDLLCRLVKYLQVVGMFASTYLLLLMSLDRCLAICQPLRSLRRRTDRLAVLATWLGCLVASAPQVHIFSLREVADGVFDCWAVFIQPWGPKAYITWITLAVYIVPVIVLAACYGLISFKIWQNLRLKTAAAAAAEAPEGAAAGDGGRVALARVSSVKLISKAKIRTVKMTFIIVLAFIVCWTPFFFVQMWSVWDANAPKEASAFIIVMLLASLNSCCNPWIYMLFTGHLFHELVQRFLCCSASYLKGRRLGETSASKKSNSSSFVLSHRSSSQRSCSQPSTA
M1 ag parental – nonselective activator or artifact in parental CHO-K1 cells; Fluo-8 calcium fluorescence; scaled to maximal ATP response, vehicle zero; activation, % at 3 µM; hit rate 0.48% among 360,000; in the data active = activation above about 15%;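 also: untransfected CHO-K1 host cells lacking M1 receptor as counterscreen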
CHO parental Ca – counter-screen for OX1R antagonists: effect in parental CHO cells. hit rate 0.63% among 330,000. inhibition, % at 5.6 µM. parental CHO-K1, ATP-induced calcium, Fluo-8 fluorescence;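 active = inhibition above that plate's mean sample inhibition plus 3 SD, cut at about 26% in these data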;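 also: 0% = ATP-challenged DMSO wells and 100% = DMSO wells without ATP; some compounds past the cut are filed as inactive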
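test system = CHO parental line | reagent = ATP stimulus | measured by = intracellular calcium via Fluo-8 no-wash fluorescent dye | control set = ATP and no-ATP DMSO wells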
CHO-K1 Ca antag – nonselective inhibitor or artifact in parental CHO-K1 cells. ATP-induced calcium, Fluo-8 fluorescence. inhibition, % at 3 µM. hit rate 0.6% among 360,000;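 active = inhibition above a per-plate cutoff, the plate's mean sample inhibition plus 3 SD, cut at about 24% in these data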;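 also: 0% = DMSO plus EC80 ATP and 100% = DMSO alone without ATP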
OXTR potentiate – human OXTR potentiation; P30559; CHO-OTR cells, Fluo-8 calcium fluorescence, potentiator mode; 0% = oxytocin EC15, 100% = EC100; activation, % at 3 µM; hit rate 0.061% among 320,000;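 active = activation above that plate's cutoff, the mean activation of tested compounds plus 3 SD, cut at about 6.6% in these data, passing the limit was not always enough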;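 also: 100% uses oxytocin at 75 nM as the full agonist control; some results filed as inactive read as strong as hits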
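Assay system: CHO-OTR cells, human receptor / Also added: oxytocin at about EC15, sub-maximal agonist stimulus / Dosing: single dose, 3.0 µM nominal final compound concentration / Incubation: 6 min pre-incubation, 100 s read / Technique: Fluo-8 calcium dye fluorescence / Read-out: % activation vs EC15 and EC100 oxytocin / Benchmarks: EC15 oxytocin low, 75 nM oxytocin high / Replicates: singlicate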
V1aR counter – V1a receptor agonism, counter-screen for OXTR agonists; P37288; CHO-V1R cells, Fluo-8 calcium fluorescence, agonist mode; 0% DMSO, 100% 3 nM vasopressin; activation, % at 3 µM; hit rate 0.25% among 320,000;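 active = activation above the mean activation of all tested compounds plus 3 SD, per screening run, cut at about 20% in these data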;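 also: signal is peak over basal fluorescence ratio across a 100 second FLIPR read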
M1 PAM parental – M1 PAM counterscreen hit in parental CHO-K1 cells. activation, % at 3 µM. ATP EC20, Fluo-8 calcium fluorescence; 0% at ATP EC20, 100% at ATP max. AID 602247. hit rate 0.02% among 360,000;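 active = activation above the run cutoff, the mean activation of all test compounds plus 3 SD, cut at about 40% in these data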;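 also: peak over basal fluorescence ratio in a 140 s read after ATP addition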
TAAR1 antag – antagonists of human TAAR1. inhibition, % at 3 µM. CHO RD-HGA16 TAAR1, Fluo-8 calcium fluorescence, antagonist. AID 624466. hit rate 1.5% among 360,000;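 active = inhibition above a per-plate cutoff, the mean inhibition of test compounds on that plate plus 3 SD, cut at about 49% in these data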;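 also: 0% = DMSO plus EC80 beta-PEA response and 100% = DMSO alone without agonist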
Target sequence (Q96RJ0 whole entry, looked up): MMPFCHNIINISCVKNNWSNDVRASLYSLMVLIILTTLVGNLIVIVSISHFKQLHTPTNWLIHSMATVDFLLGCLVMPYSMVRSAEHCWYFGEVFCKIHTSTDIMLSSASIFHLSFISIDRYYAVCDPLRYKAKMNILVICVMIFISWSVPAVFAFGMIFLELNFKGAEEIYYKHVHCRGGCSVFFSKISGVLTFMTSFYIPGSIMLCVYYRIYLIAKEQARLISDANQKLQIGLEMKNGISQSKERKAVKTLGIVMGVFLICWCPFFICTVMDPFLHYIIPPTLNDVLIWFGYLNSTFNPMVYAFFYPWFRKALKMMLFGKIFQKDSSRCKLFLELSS
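Test system: RD-HGA16 CHO cells with stable hTAAR1 and Gα16 / Probe or stimulus: EC80 β-phenethylamine stimulus / Times: seeding 17-24 h prior, 75-min 37 °C, 30-min RT dye loading / Detection: Fluo-8 calcium-sensitive fluorescence / Read-out basis: % inhibition scaled between DMSO and EC80 PEA controls / Repeats: singlicate, one well per test compound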
* = called active by the depositor; · = not tested or not shown. An unsorted share of the library. About 3.5% of those tested had a hit in this group.

Order of results – GPR7 antag, OXTR ag, M1 ag parental, CHO parental Ca, CHO-K1 Ca antag, OXTR potentiate, V1aR counter, M1 PAM parental, TAAR1 antag
> CCOP(=O)(OCC)C(Nc1ccccn1)c1ccccc1 (stereo unspecified)
 : 2.5, -1.6, 0.9, -5.2, -18.7, -3.9, 2.9, 30.9, -0.9
> CSc1ncccc1C(=O)OCC(=O)c1cccs1
 : 1.3, -1.3, 0.4, -10.8, -26.4, -0.3, -1.1, 20.7, -7.5
> Fc1ccc(C2NC(=S)NC3=C2N2CCC3CC2)cc1 (stereo unspecified)
 : 8.1, 1.1, 2.6, -2.1, -21.2, -3.9, 1.4, 16.7, -25.8
> COc1ccc(NC(=O)CS(=O)(=O)c2cn(CC(=O)N3CCCC3)c3ccccc23)c(OC)c1
 : 0.2, 0.2, 0.0, -25.7, 8.7, -6.6, -1.0, -3.5, -23.3
> CCOCCCn1c(SCc2nc3ccccc3s2)nc2ccccc2c1=O
 : 2.2, -0.5, 1.3, -34.7, -1.2, -3.6, -0.4, 19.8, 49.0*
> CC1CCc2onc(C(=O)NCc3ccco3)c2C1 (stereo unspecified)
 : -8.0, -0.7, -0.1, -15.7, -6.9, 1.5, 0.4, -2.5, -18.2
> NC(=S)N/N=C/c1ccccc1[N+](=O)[O-]
 : -5.2, -0.2, -0.7, -8.9, 17.7, -0.7, 0.1, -12.4, 7.8
> O=C(COC(=O)c1ccccc1C(=O)c1ccccc1)NCc1ccc(F)cc1
 : -11.6, -2.1, 5.8, -17.5, -11.6, -2.8, -0.9, -11.3, 1.0
> CCC(c1nnc(SCC(=O)Nc2ccc(C(N)=O)cc2)n1Cc1ccccc1)N(C)C (stereo unspecified)
 : 6.4, 0.4, 0.4, -10.3, -6.4, -14.0, -0.3, 7.0, -32.1
> O=C(NCCN1C(=O)S/C(=C\c2ccccc2)C1=O)C1CCN(S(=O)(=O)c2cccs2)CC1
 : -2.3, 17.5, 9.2, -3.8, -3.6, -13.9, 9.8, 19.2, 67.2*
> O=S1(=O)CCC(NS(=O)(=O)/C=C/c2ccccc2)C1 (stereo unspecified)
 : -11.4, 0.7, 0.2, -11.3, -8.4, -0.8, -0.7, 11.3, -1.4
> Cc1ccsc1/C=N/NC(=O)CN1CCN(S(=O)(=O)c2ccc(Br)cc2)CC1
 : -5.3, 4.0, 2.0, -26.9, -3.1, -8.9, 3.6, 14.9, -1.1
> O=C(/C=C/c1ccco1)N1CCN(S(=O)(=O)c2cccc([N+](=O)[O-])c2)CC1
 : ·, -0.8, 0.3, -11.0, -7.7, -1.6, 0.1, -16.9, 2.1
> Cc1nnc(SCC(=O)NNC(=O)c2ccc(Cl)cc2)s1
 : -18.0, -0.3, 1.5, -6.2, -9.8, -11.0, 0.0, 4.9, -1.4
> O=C(CSc1nc(-c2ccccc2)cs1)NCCCN1CCCC1=O
 : ·, 0.6, 0.1, -21.6, -6.7, -3.1, 0.6, -0.9, -13.3
> COC(=O)c1ccccc1NC(=O)CNc1cc(OC)c(OC)cc1C
 : -6.5, 14.5, 0.8, 16.0, -4.3, -20.0, 11.5, 14.6, -2.8
> CCN(CC)C(=O)CSc1nnc(COc2ccc(OC)cc2)n1N
 : -6.5, 0.7, 0.3, 12.0, 1.8, -4.5, -0.1, -10.8, -11.0
> Cc1ccc(CN2CCN(CC(=O)NC(C)CCc3ccccc3)C2=O)cc1 (stereo unspecified)
 : 21.2, -1.9, 1.1, -20.7, -3.1, -4.0, 0.1, 14.0, -20.1
> COc1ccc(CNC(=O)c2ccc(CS(=O)(=O)c3ccc(OC)cc3)o2)cc1
 : ·, ·, 2.0, ·, -0.5, ·, ·, 10.6, -8.6
> CCc1cc(OCCCSc2nc(C)cc(=O)[nH]2)ccc1Cl
 : -5.9, 3.9, 7.2, -9.6, 1.9, -8.6, 3.2, -15.2, -2.0

Fetched one by one from above (two):
Order of results – GPR7 antag, OXTR ag, M1 ag parental, CHO parental Ca, CHO-K1 Ca antag, OXTR potentiate, V1aR counter, M1 PAM parental, TAAR1 antag
> COc1ccc(NC(=O)CS(=O)(=O)c2cn(CC(=O)N3CCCC3)c3ccccc23)c(OC)c1
 : 0.2, 0.2, 0.0, -25.7, 8.7, -6.6, -1.0, -3.5, -23.3
> Cc1nnc(SCC(=O)NNC(=O)c2ccc(Cl)cc2)s1
 : -18.0, -0.3, 1.5, -6.2, -9.8, -11.0, 0.0, 4.9, -1.4

Further compounds.
Order of results – GPR7 antag, OXTR ag, M1 ag parental, CHO parental Ca, CHO-K1 Ca antag, OXTR potentiate, V1aR counter, M1 PAM parental, TAAR1 antag
> CC1(C)Cc2nc3sc(C(=O)NCCCO)c(N)c3cc2CO1
 : -7.8, -0.3, 1.4, -17.4, -9.3, -6.3, 1.5, 24.1, -10.3
> COc1ccc2nc3oc(C(=O)N4CCC(C(N)=O)CC4)cc3cc2c1
 : 6.3, 0.2, 0.1, -6.0, 2.4, -12.3, -0.1, 16.2, 14.2
> CCC(=O)Nc1nnc(SCCN2CCOCC2)s1
 : -14.4, -0.7, 9.1, 6.6, 10.3, -10.9, -0.4, -0.7, 0.1
> O=S(=O)(Cc1noc(-c2ccc(OC(F)(F)F)cc2)n1)c1ccc(F)cc1
 : -11.9, -3.4, 2.4, -19.5, -13.9, -6.3, 2.6, 18.6, -3.2
> Cc1nn(-c2ccccc2)c(C)c1NC(=O)COC(=O)c1cc([N+](=O)[O-])ccc1NCCO
 : -3.1, -0.2, 6.3, 6.5, -4.8, -9.0, 3.5, 7.5, 19.7
> COc1cccc(CNC(=O)CCl)c1
 : -8.9, -0.9, 0.6, -1.8, -8.5, -5.5, 0.4, 22.7, -8.3
> COC(=O)c1nc2n(n1)C(c1cccc(Cl)c1)C1=C(CCCC1=O)N2 (stereo unspecified)
 : -5.7, 0.1, 0.9, -8.9, 6.8, 1.0, -0.6, -2.6, 11.0
> Cc1cc(Nc2ccc(Br)cc2)nc2ccccc12
 : ·, -0.8, 4.7, -9.2, -9.1, -9.3, 2.1, 10.7, 9.5
> Fc1ccccc1N1CCN(C(c2ccncc2)c2nnnn2C2CCCC2)CC1 (stereo unspecified)
 : 6.4, -1.8, 1.0, -11.7, -23.5, -0.6, -0.4, 13.1, -0.9
> O=C(Nc1ccc(N2CCOCC2)c(Cl)c1)c1ccc([N+](=O)[O-])o1
 : -0.6, ·, 1.4, ·, -5.6, ·, ·, 19.7, 26.3
> COC(=O)CC1COc2ccccc2N1C(=O)c1ccc(OC)cc1 (stereo unspecified)
 : -12.0, -0.9, 0.5, -9.9, 0.5, -5.3, -0.6, 13.1, 5.5
> CCN(CC(=O)Nc1c(F)cccc1F)C(=O)c1ccc(COc2ccccc2)o1
 : ·, -0.7, 0.1, -11.6, 13.3, -1.7, -0.1, -27.6, -43.1
> COc1ccc(-c2cn(-c3ccc(SC(F)F)cc3)c3[n+]2CCC3)cc1OC
 : 0.0, 0.1, 0.2, -8.4, -3.8, -14.0, -0.3, 15.2, 5.2
> CCOC(=O)c1oc2c(CN3CCN(CCO)CC3)c(O)c(CC)cc2c(=O)c1-c1nc2ccccc2s1
 : -15.8, -0.1, -1.0, -24.4, 2.2, -5.9, -1.3, 4.8, 7.7
> C=CCc1ccccc1OCCn1nnc2ccccc21
 : -1.0, -1.5, 3.2, -12.0, -2.4, -18.9, 2.5, 13.1, 8.4
> CC(C)Cn1nnc2c(=O)oc3ccccc3c21
 : -7.4, -0.3, 0.5, 0.4, -11.9, -7.0, 0.2, -7.1, 8.0
> CC1=CC(=O)C=C(C)C1=NOc1ccc([N+](=O)[O-])cc1
 : 4.2, -0.8, 0.5, -16.0, 10.7, -4.8, 0.7, -7.6, -4.7
> Cc1cc(C)n2nc(C(=O)OCC(=O)Nc3ccc(C)c(F)c3)nc2n1
 : ·, 1.3, -0.3, -10.1, 3.8, -8.2, 0.7, -10.0, -1.3
> Cc1ccccc1N1CCN(C2CCCN(C(=O)CCC(=O)N(C)C)C2)CC1 (stereo unspecified)
 : 10.0, -0.8, -0.5, -16.9, 16.6, -4.7, 0.1, -18.1, -2.2
> Cc1ccc(CN2CCNC(=O)C2CC(=O)N(C)C2CCOCC2)cc1 (stereo unspecified)
 : -10.2, 0.2, 0.5, -7.2, -17.5, -9.4, 0.4, 22.6, -22.5
> O=C(CNc1ccc(Cl)c(C(F)(F)F)c1)N1CCN(S(=O)(=O)c2ccccc2)CC1
 : ·, ·, 2.4, ·, -15.7, ·, ·, 0.6, -7.1
> C[C@]1(C2CCCC2)Cc2cc(OCC(=O)O)c(Cl)c(Cl)c2C1=O
 : ·, -0.3, -0.3, -6.2, 7.9, 0.5, 0.3, -6.3, -0.4
> O=C(COc1cccc2c1CCNC2=O)NC1CCCCC1
 : ·, 1.1, 0.4, -11.0, 6.3, 7.7, -0.5, -3.1, -41.9
> Cc1ccc(C)c(S(=O)(=O)Nc2cccc(-n3cnnn3)c2)c1
 : 11.7, 2.9, 3.6, -1.8, -13.4, -9.6, 5.2, 13.8, -11.0
> O=C(CN1C(=O)NC2(CCSC2)C1=O)NCc1ccccc1 (stereo unspecified)
 : -2.9, 1.5, 0.3, 1.6, -9.9, -0.7, 0.3, -0.3, 6.3
> CCOC(=O)/C(C#N)=C/c1cn(CCOc2ccc(OC)cc2)c2ccccc12
 : -5.7, 1.8, 2.8, 4.0, -10.3, -11.2, 1.4, 30.7, -0.7
> N#Cc1c(Cl)nsc1NN
 : -6.4, 0.6, 7.8, 0.8, 7.7, -5.2, 0.4, 7.3, -0.7
> O=C1NC2=C(C(=O)CCC2)C(c2ccc([N+](=O)[O-])cc2)N1 (stereo unspecified)
 : -7.5, 0.7, 1.2, 0.0, -10.6, -2.8, -0.3, -5.9, -1.6
> COc1ccc(-c2nnc(-c3ccc(Br)o3)o2)cc1OC
 : -4.8, 0.3, 0.7, -11.4, 3.1, 3.1, 0.4, 4.9, -3.7
> CCOC(=O)c1ccccc1NC(=O)CSc1nc2ccncc2[nH]1
 : -3.2, -1.0, 0.9, -6.2, -3.6, -11.9, 0.3, 10.6, -8.3
> CCOC(=O)C1(Cc2ccc(OC)cc2)CCN(S(C)(=O)=O)CC1
 : -2.2, 0.3, 0.6, -7.1, -10.7, -6.4, 2.4, 6.0, -11.5
> O=C(N/N=C/c1cc(Br)ccc1O)c1ccccc1Cl
 : -11.9, 1.4, 1.4, -8.4, -5.9, -1.0, 2.8, 3.0, 18.4

Bioassay records deposited in PubChem BioAssay by The Scripps Research Institute Molecular Screening Center.
